# LGR2 inh = blocks bursicon-induced cAMP signaling via Drosophila LGR2 | HEK293 LGR2, CRE-luciferase, bursicon-stimulated, 4 h | inhibition, % at 9.99 µM | 0.35% of 380,000 active | AID 720647;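 active means drop in luminescence signal, shown as inhibition above about 50% in the replicate tests, limit read from the data, passing the limit was not always enough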;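 further: agonist challenge used bursicon conditioned medium at about half maximal strength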
# SIRT5 block = sirtuin-5 (human) deacylase inhibition; Q9NXA8; Purified SirT5, succinyl-peptide AMC, trypsin-coupled fluorescence; inhibition, % at 15 µM; 1.1% of 330,000 active; in the data active means inhibition above about 15%
# Target sequence (Q9NXA8 whole entry, looked up): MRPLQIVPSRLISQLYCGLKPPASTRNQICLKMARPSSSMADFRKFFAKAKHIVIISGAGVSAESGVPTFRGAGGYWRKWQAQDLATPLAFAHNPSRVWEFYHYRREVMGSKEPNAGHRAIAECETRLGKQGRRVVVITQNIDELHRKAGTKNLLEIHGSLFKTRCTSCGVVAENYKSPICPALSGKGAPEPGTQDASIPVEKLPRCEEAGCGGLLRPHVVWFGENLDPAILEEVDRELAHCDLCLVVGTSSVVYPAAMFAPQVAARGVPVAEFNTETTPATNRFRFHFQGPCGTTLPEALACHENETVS
# XiGFP reactiv = X-chromosome reactivation activator; 0.055% of 360,000 active; XiGFP mouse fibroblasts, % GFP-positive cells imaging, 3 d; cells co-treated with 5-aza-dC sensitizer; scaled so ellipticine positive control = 100%; AID 743238; activation, % at 7.58 µM;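 active means mean normalized replicate activation at least 10% and every replicate at or above 10%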;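 further: 0% = median of on-plate neutral control wells and 100% = ellipticine 6 µM median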
#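 Schedule: 3 d treatment, 15 min room-temperature fixation; system: 68-5-11 XiGFP fibroblast line; buffer or medium: DMEM plus 5-aza-dC sensitizer; control set: ellipticine 6 µM positive control; compound: one concentration, pinned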
# Cneo AK release = causes C. neoformans cell lysis. 0.2% of 360,000 active. adenylate kinase release luminescence, 4 h; normalised: neutral wells 0, clomiphene wells 100. AID 651654. lysis activity, % at 15 µM;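 active means mean lysis activity across replicates of at least 80%, whatever share of replicates individually reach that level; inactive means mean lysis activity below 80%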
#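 Assay system: Cryptococcus neoformans yeast cells / Dosing: single-point compound dose / Timing: 4 h at 37 °C static, read 1 h later / Measured by: luminescence of released adenylate kinase using an AK detection reagent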
# PGC1a acetyl inh = modulators of PGC1a acetylation. U2OS PGC1a acetylation, AlphaScreen anti-acetyl-lysine; with virally co-expressed GCN5 acetyltransferase. inhibition, % at 15.6 µM. 0.17% of 350,000 active. AID 651687;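 active means every replicate shows inhibition of at least 40%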;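 further: 0% = neutral control wells and 100% = positive control wells; some results beyond the cut were filed as inactive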
# S100A4 inh HTS = S100A4-myosin IIA interaction inhibition; 0.14% of 360,000 active; S100A4/TAMRA-MyoIIA peptide fluorescence polarization; P26447; inhibition, % at 10.7 µM;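 active means mean inhibition of at least 70% across replicates, with every replicate also reaching that level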
# Target sequence (P26447 whole entry, looked up): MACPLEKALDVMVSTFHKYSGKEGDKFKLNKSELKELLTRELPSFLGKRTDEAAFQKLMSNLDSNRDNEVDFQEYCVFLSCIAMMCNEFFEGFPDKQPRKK
#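 incubation = readout 5 min after mixing, signal stable up to 60 min | system = S100A4 monomer protein | buffer or medium = HEPES pH 7.2 with CaCl2, KCl, NaCl, DTT, Triton | benchmarks = neutral control DMSO, positive control TFP | also added = fluorescent myosin IIA peptide, 5 nM | compound dosing = one concentration per compound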
# ERAP1 HTS inh = ERAP1 (human) enzyme inhibition. Q9NZ08. recombinant ERAP1, Leu-AMC fluorescence, 60 min. inhibition, % at 10.7 µM. 0.15% of 340,000 active. AID 652197;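 active means mean replicate inhibition of at least 30%, or all replicates individually reaching that 30% level; inactive means mean below 30% and not every replicate reaching it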;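 further: 0% = neutral control wells and 100% = L-leucinethiol positive control wells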
# C2C12 statin = suppression of simvastatin myotoxicity | rescue of ATP level, % at 7.49 µM | C2C12 myotubes + simvastatin, ATP luminescence, 48 h; scaled: DMSO 0, geranylgeraniol control 100 | 0.78% of 330,000 active;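 active means mean ATP rescue above about 67%, or every replicate alone reaching that limit, limit read from the data, passing the limit was not always enough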;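 further: myotubes were challenged with 10 µM simvastatin during compound exposure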
# * marks the source's active call; other numbers are inactive results; . = no result given; & = joins results of further samples.
(1) CS(=O)(=O)c1ccc2nc(NC(=O)c3ccc(Cl)cc3)sc2c1
(2) COc1ccc(Cn2c(=O)c3[nH]cnc3n(-c3ccccc3C)c2=O)cc1
(3) O=C(C1CC1)N1CC[C@@H]2[C@H](CO)Nc3ccc(C4=CCCCC4)cc3[C@@H]21
(4) O=C(CN(CC1CCCO1)S(=O)(=O)c1ccc(S(=O)(=O)NCC2CCCO2)cc1)Nc1ccccc1 (configuration not stated)
(5) COc1ccc(NC(=O)Nc2ccc3c(c2)C(=O)N([C@H](C)CO)C[C@@H](C)[C@@H](CN(C)S(=O)(=O)c2cccs2)OCCCC[C@@H](C)O3)cc1
(6) CC1(C)CC2=C(CO1)C(=S)NC(c1ccccc1)N2CC1CCCO1 (configuration not stated)
(7) CNC[C@@H]1Oc2ccc(NC(=O)Nc3ccc(F)cc3)cc2CC(=O)N([C@H](C)CO)C[C@@H]1C
(8) COc1cccc(C(=O)NCCn2ccc3ccccc32)c1

Compound,1,2,3,4,5,6,7,8
LGR2 inh,-19,-10,11,-8,8,10,-4,-72
SIRT5 block,-2,-8,1,0,14,-4,-4,4
XiGFP reactiv,0.0,0.2,-0.1,.,0.0,0.0,0.0,0.0
Cneo AK release,0,.,.,0,.,2,-1,-1
PGC1a acetyl inh,.,.,-8,-20,-10,6,-6,2
S100A4 inh HTS,-4,0,12,3,-3,-11,-1,-1
ERAP1 HTS inh,-2,-2,-2,-1,0,.,3,4
C2C12 statin,-7,-7,.,-17,.,-15,2,6

(9) Cc1noc(C)c1S(=O)(=O)Nc1ccc2c(c1)C(=O)N([C@@H](C)CO)C[C@H](C)[C@H](CN(C)Cc1ccc(C(F)(F)F)cc1)OCCCC[C@H](C)O2
(10) O=C(NC1CCCC1)C(c1ccncc1)N(C(=O)c1ccco1)c1ccc(F)c(Cl)c1 (configuration not stated)
(11) CC(=O)Cc1nsc(NC(=O)c2ccc(COc3ccccc3C)o2)n1
(12) CC1CCN(C2CCN(S(=O)(=O)c3ccc(C(F)(F)F)cc3)CC2)CC1
(13) Cc1nc(N2CCCCC2)sc1C=O
(14) O=C(Nc1ccc(F)cc1)c1cc(S(=O)(=O)Nc2ccc(F)cc2)cs1
(15) CCOc1ccc(NC(=O)c2cc(C)nc3ccccc23)cc1
(16) Cc1onc(-c2c(F)cccc2Cl)c1C(N)=S

Compound,9,10,11,12,13,14,15,16
LGR2 inh,20,-31,-9,0,4,6,5,23
SIRT5 block,9,.,0,-1,-1,-2,-1,0
XiGFP reactiv,0.1,0.4,0.2,0.2,0.2,.,0.0,0.1
Cneo AK release,5,1,3,-1,.,2,.,0
PGC1a acetyl inh,30,.,.,.,.,.,-2,-5
S100A4 inh HTS,-4,1,-4,2,0,-3,1,9
ERAP1 HTS inh,7,-2,2,2,18,0,-5,2
C2C12 statin,.,-1,-3,8,.,-8,6,6

(17) Nc1nc(SCC(=O)Nc2ccccc2)[nH]c(=O)c1NC(=O)c1cccs1
(18) COc1ccc(NCC(=O)N/N=C/C=C/c2ccccc2[N+](=O)[O-])cc1
(19) C[C@@H]1CCCCO[C@@H](CN(C)Cc2ccncc2)[C@@H](C)CN([C@H](C)CO)C(=O)c2cc(NC(=O)Nc3ccccc3)ccc2O1
(20) CCOC(=O)CCC1(C(=O)OC)C(=O)CCCCCC=C1C(=O)OC (configuration not stated)
(21) COc1ccccc1/C=C/C(=O)OCC(=O)N1CCc2ccccc21
(22) COc1ccc(NC(=O)O[C@H](c2ccc(OCCO)cc2)[C@@H](C)CCO)cc1
(23) NS(=O)(=O)c1ccc(CCNCC(=O)N2CCC(Cc3ccccc3)CC2)cc1
(24) CCNC(=O)C[C@@H]1CC[C@H]2[C@@H](COC[C@@H](O)CN2C(=O)Nc2c(C)noc2C)O1

Compound,17,18,19,20,21,22,23,24
LGR2 inh,-29,6,-14,10,-10,.,24,-5
SIRT5 block,1,2,4,.,-6,1,-3,-1
XiGFP reactiv,0.2,0.1,0.0,0.3,0.2,.,-0.2,0.2
Cneo AK release,4,6,1,-2,0,0,6,-3
PGC1a acetyl inh,.,1,-3,-7,7,2,1,0
S100A4 inh HTS,4,4,5,-5,-5,6,1,7
ERAP1 HTS inh,0,-6,0,1,1,1,.,-2
C2C12 statin,1,23,.,-1,2,.,85*,18

(25) CC(C)CC#Cc1ccc([C@@H]2[C@H](CO)N3C(=O)CN(C(=O)c4ccc5c(c4)OCO5)C[C@@H]23)cc1
(26) COc1ccccc1NC(=O)c1c(C)nc2ccccc2c1C(=O)O
(27) COc1cc(C(=O)Nc2nnc(C(F)(F)F)s2)c([N+](=O)[O-])cc1OC
(28) CN(C)c1ccc(CNC(=O)C2(C)Cc3c(-c4ccc(N(C)C)cc4)ccnc3O2)cc1 (configuration not stated)
(29) O=C(NCc1cccc(C(F)(F)F)c1)c1ccc2nc([C@H]3C[C@H](O)[C@@H](CO)O3)[nH]c2c1
(30) C/C=C/c1ccc([C@H]2[C@H]3CN(C(=O)Nc4cccc(OC)c4)CC(=O)N3[C@H]2CO)cc1
(31) C[C@@H]1CN([C@@H](C)CO)C(=O)c2cc(C#Cc3ccccc3)cnc2O[C@@H]1CN(C)Cc1ccccn1
(32) CCCC#Cc1ccc([C@H]2[C@@H](CO)N3C(=O)CN(C(=O)c4ccc(F)cc4)C[C@@H]23)cc1

Compound,25,26,27,28,29,30,31,32
LGR2 inh,3,1,-5,5,1,11,13&3,12
SIRT5 block,1,-3,5,.,.,-5,1&4&5,1
XiGFP reactiv,0.3,-0.1,0.5,0.2,-0.1,0.1,-0.1&-1.2,0.0
Cneo AK release,.,0,1,2,0,.,1&3&2,.
PGC1a acetyl inh,6,4,-1,.,6,0,8&-6&-11,5
S100A4 inh HTS,17,-2,5,0,0,-5,2&-3&2,8
ERAP1 HTS inh,6,-4,3,0,2,1,2&0&2,-1
C2C12 statin,.,-7,.,.,25,.,-6&-30&41,.

# Single records, from the list above:
# C[C@@H]1CN([C@@H](C)CO)C(=O)c2cc(C#Cc3ccccc3)cnc2O[C@@H]1CN(C)Cc1ccccn1 across the screens: LGR2 inh: 13&3; SIRT5 block: 1&4&5; XiGFP reactiv: -0.1&-1.2; Cneo AK release: 1&3&2; PGC1a acetyl inh: 8&-6&-11; S100A4 inh HTS: 2&-3&2; ERAP1 HTS inh: 2&0&2; C2C12 statin: -6&-30&41
# COc1cc(C(=O)Nc2nnc(C(F)(F)F)s2)c([N+](=O)[O-])cc1OC across the screens: LGR2 inh: -5; SIRT5 block: 5; XiGFP reactiv: 0.5; Cneo AK release: 1; PGC1a acetyl inh: -1; S100A4 inh HTS: 5; ERAP1 HTS inh: 3; C2C12 statin: .

# More structures.
(33) O=C1c2ccccc2-c2cccc(C(=O)N3CCN(C(=O)c4ccccc4)CC3)c21
(34) CCCCC1=CC2=C(c3ccco3)C(=O)C(C)(OC(=O)c3ccc(OC)cc3)C(=O)C2=CN1C(CO)CO (configuration not stated)
(35) OCCN(Cc1ccccc1)Cc1ccc(F)c(F)c1
(36) Cc1ccc(SCCC(=O)Nc2nccs2)cc1
(37) COc1ccc(OC(=O)c2cccc(S(=O)(=O)N3CC(C)OC(C)C3)c2)cc1 (configuration not stated)
(38) CO[C@H]1CN(C)C(=O)c2cc(NC(C)=O)ccc2OC[C@@H](C)NC[C@H]1C
(39) O=C(N[C@H]1C=C[C@H](CC(=O)N2CCc3ccccc3C2)O[C@H]1CO)C1CC1
(40) CCN1C(=O)[C@H]2[C@@H](c3ccc(C)cc3)N3C(=O)N(c4ccccc4)C(=O)[C@@]3(CC)[C@H]2C1=O

Compound,33,34,35,36,37,38,39,40
LGR2 inh,9,10,14,-26,3,-5,0,-5
SIRT5 block,-4,.,0,3,-10,-1,3,-4
XiGFP reactiv,-0.1,0.0,.,0.0,-0.1,0.0,0.8,-0.2
Cneo AK release,.,-1,.,.,-1,-2,9,-4
PGC1a acetyl inh,.,8,-13,0,-4,26,1,-2
S100A4 inh HTS,-4,-7,-9,3,0,-2,55,0
ERAP1 HTS inh,1,5,1,0,1,0,.,-5
C2C12 statin,.,1,-13,7,2,-6,-7,-5

(41) COc1cc(C(C)=O)ccc1COc1ccc(C(=O)OCC(=O)NC(C)(C)C)cc1OC
(42) CNC[C@@H]1Oc2ccc(NS(=O)(=O)c3c(C)noc3C)cc2C(=O)N([C@@H](C)CO)C[C@H]1C
(43) Cc1ccccc1-c1cnc2c(c1)C(=O)N([C@@H](C)CO)C[C@H](C)[C@H](CN(C)CC1CCCCC1)O2
(44) COCCCN1C(=O)C(=O)/C(=C(/O)c2ccc(S(=O)(=O)N3CCOCC3)cc2)C1c1ccc(C(C)C)cc1 (configuration not stated)
(45) CCc1nnc(NC(=O)CN2CCOCC2)s1
(46) Cc1cc(S(=O)(=O)N2CCOCC2)ccc1OCC(=O)Nc1ccc(Br)cc1F
(47) C(=N/Nc1nccs1)/c1cccnc1
(48) N#CCNC(=O)C1CC(=O)N(CCc2ccc(F)cc2)C1 (configuration not stated)

Compound,41,42,43,44,45,46,47,48
LGR2 inh,-1,-1,-6,10,14,-6,-41,1
SIRT5 block,2,0,-7,3,1,-7,19*,-4
XiGFP reactiv,0.3,-1.5,-0.1,0.2,.,0.0,0.0,0.0
Cneo AK release,.,8,1,-3,.,-2,.,0
PGC1a acetyl inh,.,14,-5,15,.,1,4,.
S100A4 inh HTS,10,8,2,8,3,24,1,-6
ERAP1 HTS inh,3,0,-1,1,1,-1,13,-3
C2C12 statin,.,8,-61,-1,.,4,.,14

(49) C[C@@H]1CN([C@@H](C)CO)C(=O)Cc2cc(NS(=O)(=O)c3cccs3)ccc2O[C@H]1CN(C)Cc1ccc(C(F)(F)F)cc1
(50) CCCCC[C@H](C)N1C[C@@H](COCc2ccccc2)Oc2cc(N3CC[C@H](N(C)C)C3)ccc2S1(=O)=O
(51) N#C/C(=N\Nc1ccc(Cl)c(Cl)c1)C(=O)C1CC1
(52) O=C(N/N=C\c1ccc(Cl)s1)c1ccc(Cn2cccn2)o1
(53) O=C1CN(S(=O)(=O)Cc2ccccc2)C[C@@H]2[C@H](c3ccc(C#Cc4ccccc4)cc3)[C@@H](CO)N12
(54) CC(=O)N1CCCCN2[C@@H](CO)[C@H](c3ccc(C#Cc4ccccc4F)cc3)[C@@H]2C1
(55) C[C@@H]1CCCCO[C@@H](CN(C)C(=O)NC2CCCCC2)[C@H](C)CN([C@@H](C)CO)C(=O)c2cc(N(C)C)ccc2O1
(56) Cc1cccc(C(=O)/C=C2/c3ccccc3CC(C)(C)N2C)c1
(57) CO[C@H]1CN(C)C(=O)c2ccc(NC(=O)c3ccccc3F)cc2OC[C@H](C)N(C)C[C@@H]1C
(58) Cc1ccc2[nH]c(=O)c(COC(=O)C3CCCCC3)cc2c1

Compound,49,50,51,52,53,54,55,56,57,58
LGR2 inh,27,4,-20,-31,10,-13,13,.,-3,-13
SIRT5 block,16*,-4,-1,4,0,-2,1,1,.,-2
XiGFP reactiv,0.5,0.1,-0.1,0.0,0.0,0.2,0.1,.,0.3,0.1
Cneo AK release,-1,.,-2,.,.,1,1,.,-2,1
PGC1a acetyl inh,16,.,2,.,-5,-5,5,-2,-4,-10
S100A4 inh HTS,-7,-2,5,-2,9,-9,-3,-4,.,-5
ERAP1 HTS inh,-1,2,3,8,-2,0,-4,1,.,2
C2C12 statin,-33,.,.,.,.,.,6,.,1,.

# Assay outcomes from PubChem BioAssay.

# An excerpt, so the mix of outcomes need not match the whole.
